Screening data deposited in PubChem BioAssay by National Center for Advancing Translational Sciences (NCATS).
TrxR1 substrate = qHTS Assay for Substrates of Mammalian Selenoprotein Thioredoxin Reductase 1 (TrxR1): qHTS. Thioredoxin reductase 1, cytoplasmic (Rattus norvegicus), O89049. purified TrxR1 substrate turnover, NADPH consumption readout. Potency, µM (series often up to 114 µM), inactives show at the highest dose activity change, negative = substrate turnover. hit rate 0.01% among 390,000. AID 588456, 2011; note: potency is the fitted concentration of half-maximal effect; % is set by controls: 0 for no effect and ±100 for the full control effect; nearly all actives have a fitted effect of over 50% in size
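Rat TrxR1, dispensed at 90 nM, was prereduced with 400 uM NADPH (final) for 5 min at ~22 deg C, then incubated with compound 15 min before 400 uM selenite. A first-read NADPH fluorescence drop versus no-compound background flagged substrates.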
D2 agonist = HTS Assay for Allosteric Agonists of the Human D2 Dopamine Receptor: Primary Screen for Agonists; D(2) dopamine receptor (Homo sapiens), P14416; AID 485358, 2010; hit rate 0.53% among 340,000; activation, % at 2 µM; HEK293 T-REx D2 cells, calcium flux agonist mode;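 active = activation over 3 SD above normal in the single-dose calcium agonist read, cut at about 30% in these data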; note: 0% is about no effect
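Agonism is scored from calcium flux in a force-coupled, inducible HEK293 cell line expressing D2, read kinetically for 180 s after compound addition against dopamine controls.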
PI4K2A inh = qHTS for small molecular inhibitors of PI4K2A | AID 1346378, 2018 | Phosphatidylinositol 4-kinase type 2-alpha (Homo sapiens), Q9BTU6 | purified PI4K2A, ADP-Glo luminescence, 1 h; hits give low values | hit rate 0.13% among 420,000 | activity change, negative = inhibition, % at 76.9 µM; in the data active = activity change below about -50%;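 note: -100% = wells without enzyme as full effect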
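In this quantitative HTS, ADP production by PI4K2A was quantified luminescently after 1 h at ambient temperature; 100 microM adenosine served as plate-quality control.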
TRHR ag = qHTS for Small Molecule Agonists and Allosteric Enhancers of Human TRH Receptor: Primary Screen for Agonists | activation, % at 2 µM | hit rate 0.18% among 360,000 | TRHR cells, calcium flux fluo-8, FDSS agonist mode | Thyrotropin-releasing hormone receptor (Homo sapiens), P34981; in the data active = activation above about 30%; note: 0% is about no effect
Target sequence (P34981 whole entry, looked up): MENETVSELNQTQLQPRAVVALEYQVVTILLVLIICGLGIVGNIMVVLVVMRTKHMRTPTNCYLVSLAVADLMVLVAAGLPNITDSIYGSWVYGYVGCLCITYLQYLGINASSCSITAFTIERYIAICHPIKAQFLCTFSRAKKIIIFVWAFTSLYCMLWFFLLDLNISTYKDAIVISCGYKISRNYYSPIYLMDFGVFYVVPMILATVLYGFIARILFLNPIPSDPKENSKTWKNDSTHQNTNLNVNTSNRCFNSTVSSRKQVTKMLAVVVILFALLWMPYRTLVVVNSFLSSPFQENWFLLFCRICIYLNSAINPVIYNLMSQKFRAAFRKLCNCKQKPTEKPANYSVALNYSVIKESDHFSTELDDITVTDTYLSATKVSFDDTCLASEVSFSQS
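Agonist-mode FDSS calcium read (Ex 480/Em 530, 1 s cycles) in 1536-well TRHR cells with fluo-8 dye, after 10-cycle baseline and 23 nL compound addition; TRH at EC20 (10 nM final) added afterwards for the enhancer phase.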
TRHR enhancer = qHTS for Small Molecule Agonists and Allosteric Enhancers of Human TRH Receptor: Primary Screen for Enhancers | TRHR cells, fluo-8 calcium fluorescence, EC20 TRH enhancement | Thyrotropin-releasing hormone receptor (Homo sapiens), P34981 | hit rate 0.66% among 360,000 | enhancement, % at 2 µM; in the data active = enhancement above about 30%; note: 0% is about no effect
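Enhancer read-out: after compound pinning and an initial kinetic agonist-mode read, an EC20 of TRH (10 nM final) was injected and fluo-8 calcium signal (Ex 480/Em 530) followed at 1 s/cycle for 100 cycles in TRHR-expressing cells.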
mIDH1 inhibitor = qHTS for Inhibitors of mutant isocitrate dehydrogenase 1 (IDH1): qHTS | hit rate 0.093% among 390,000 | Isocitrate dehydrogenase [NADP] cytoplasmic (Homo sapiens), O75874 | Potency, µM (titrated, usually from 76.6 µM), inactives show at the top dose activity change, negative = inhibition, usual class: inhibitors | IDH1-R132H enzyme, NADPH consumption, diaphorase/resazurin fluorescence | AID 602179, 2012; note: potency is the fitted concentration of half-maximal effect; % is set by controls: 0 for no effect and ±100 for the full control effect; nearly all actives have a fitted effect of over 65% in size
Target sequence (O75874 whole entry R132H, stated change not applied): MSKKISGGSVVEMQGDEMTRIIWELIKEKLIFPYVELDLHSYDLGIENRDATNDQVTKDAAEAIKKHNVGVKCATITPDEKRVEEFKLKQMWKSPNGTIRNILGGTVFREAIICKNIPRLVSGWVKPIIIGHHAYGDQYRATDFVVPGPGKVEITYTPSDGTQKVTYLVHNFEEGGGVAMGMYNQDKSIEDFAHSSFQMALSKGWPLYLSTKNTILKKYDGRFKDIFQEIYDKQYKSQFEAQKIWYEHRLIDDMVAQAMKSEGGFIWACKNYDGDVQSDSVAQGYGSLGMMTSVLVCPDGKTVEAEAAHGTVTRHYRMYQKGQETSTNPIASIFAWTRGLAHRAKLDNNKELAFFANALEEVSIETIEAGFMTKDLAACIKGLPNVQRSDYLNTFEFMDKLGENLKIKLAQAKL
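IDH1-R132H (0.5 ug/mL dispensed) in pH 7.5 Tris buffer was preincubated 30 min with compound, then given a substrate mix of 0.016 mM NADPH and 2 mM alpha-KG for 80 min at room temperature; remaining NADPH was read by diaphorase/resazurin fluorescence.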
USP1 inh = Inhibitors of USP1/UAF1: Primary Screen. Ubiquitin carboxyl-terminal hydrolase 1 (Homo sapiens), O94782. recombinant USP1/UAF1, Ub-Rhodamine cleavage fluorescence. Potency, µM (highest dose often 57.1 µM), for inactives: at the highest dose activity change, negative = inhibition, hits mostly inhibitors. hit rate 0.23% among 390,000. AID 743255, 2014; note: potency is the fitted concentration of half-maximal effect; % is set by controls: 0 for no effect and ±100 for the full control effect; nearly all actives have a fitted effect of over 60% in size; inactives centre near -12
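USP1/UAF1 complex (1 nM) preincubated 15 min at room temperature with compound, then Ub-Rho substrate (150 nM final) added. Kinetic fluorescence at 480/540 nm over 6 reads at 60 s intervals; 50 mM HEPES pH 7.8, 0.5 mM EDTA, 0.1 mg/ml BSA, 1 mM TCEP, 0.01% Tween-20.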
rTrxR1 inhibitor = qHTS Assay for Inhibitors of Mammalian Selenoprotein Thioredoxin Reductase 1 (TrxR1): qHTS; recombinant rTrxR1, NADPH fluorescence consumption, selenite substrate; hit rate 1% among 390,000; Potency, µM (highest dose often 114 µM), for inactives: at the top dose activity change, negative = inhibition, usual class: inhibitors; Thioredoxin reductase 1, cytoplasmic (Rattus norvegicus), O89049; note: potency is the fitted concentration of half-maximal effect; % is set by controls: 0 for no effect and ±100 for the full control effect; nearly all actives have a fitted effect of over 65% in size
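Rat TrxR1 (90 nM in the dispensed reagent) was pre-reduced with 400 uM NADPH for 5 min at room temperature, then incubated with compound for 15 min. After 400 uM selenite was added, NADPH fluorescence (Ex 340/Em 450 nm) was followed for 8 min.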
D2 antagonist = HTS Assay for Allosteric Antagonists of the Human D2 Dopamine Receptor: Primary Screen for Antagonists; hit rate 2% among 340,000; HEK293 TREx D2 cells, calcium flux, dopamine EC80; D(2) dopamine receptor (Homo sapiens), P14416; AID 485344, 2010; inhibition, % at 10 µM; in the data active = inhibition above about 30%; note: 0% is about no effect
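Tetracycline-induced HEK293 T-REx cells expressing D2 force-coupled to calcium signalling were dye-loaded, exposed to compound for 180 s, then challenged with an EC80 of dopamine; calcium flux was followed kinetically for a further 180 s.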
Numbers without * were called inactive; [ ] = dose if it differs, or a comment. Unless noted, calls come from the whole dose curve; as a rule, active = well fitted inhibition curve with a large enough effect; inconclusive = small, poorly fitted or top-dose-only effect; inactive = no such curve, though single readings can be large or run the other way.

Results for S=C(NC1CC1)NC1CCCc2ccccc21 (stereo not given) ?
TrxR1 substrate: 14.2%; D2 agonist: -0.3; PI4K2A inh: -0.2; TRHR ag: 0.0; TRHR enhancer: 1.2; mIDH1 inhibitor: 5.6%; USP1 inh: -17.9%; rTrxR1 inhibitor: 13.6%; D2 antagonist: 5.3

Results for CCOC(=O)C(NC(=O)NCc1ccccc1)(OCC)C(F)(F)F (stereo not given) ?
TrxR1 substrate: -13.4%; D2 agonist: -1.4; PI4K2A inh: 1.2; TRHR ag: -0.3; TRHR enhancer: 5.7; mIDH1 inhibitor: 1.3%; USP1 inh: -9.4%; rTrxR1 inhibitor: -16.5%; D2 antagonist: 0.8

Results for CCOC(=O)Cn1c(=NC(=O)c2nc3ccccc3s2)sc2cc(S(N)(=O)=O)ccc21 ?
TrxR1 substrate: 71.5%[activator]; D2 agonist: 16.0; PI4K2A inh: -5.3; TRHR ag: -0.9; TRHR enhancer: -0.8; mIDH1 inhibitor: -5.1%; USP1 inh: -4.8%; rTrxR1 inhibitor: 48.9%[activator]; D2 antagonist: 12.4

Results for CCOc1ccc2[nH]c(=O)c(CN(Cc3ccco3)Cc3nnnn3Cc3ccccc3)cc2c1 ?
TrxR1 substrate: 22.7%; D2 agonist: -1.4; PI4K2A inh: 9.3; TRHR ag: -0.6; TRHR enhancer: 3.6; mIDH1 inhibitor: 5.1%; USP1 inh: -7.0%; rTrxR1 inhibitor: 14.1µM*; D2 antagonist: -17.1

Results for CCN1CCCC1CN(Cc1cc2cc(C)ccc2[nH]c1=O)C(=O)Nc1ccccc1OC (stereo not given) ?
TrxR1 substrate: 8.1%[57.1 µM]; D2 agonist: -2.3; PI4K2A inh: -7.3; TRHR ag: -1.5; TRHR enhancer: -0.8; mIDH1 inhibitor: 2.0%; USP1 inh: -13.9%; rTrxR1 inhibitor: -32.3%[57.1 µM]; D2 antagonist: 11.6

Results for Cn1c2c(c(=O)n(C)c1=O)C(c1cccc(F)c1)C(C#N)=C(N)O2 (stereo not given) ?
TrxR1 substrate: 5.4%; D2 agonist: 1.3; PI4K2A inh: -1.4; TRHR ag: 0.4; TRHR enhancer: 3.1; mIDH1 inhibitor: -1.3%; USP1 inh: -13.5%; rTrxR1 inhibitor: -19.7%[57.1 µM]; D2 antagonist: 11.4

Results for Cc1ccc(NS(=O)(=O)c2ccc3c(c2)NC(=O)CO3)cc1C ?
TrxR1 substrate: -1.1%; D2 agonist: -0.2; PI4K2A inh: -3.9; TRHR ag: -0.1; TRHR enhancer: -3.1; mIDH1 inhibitor: 3.8%; USP1 inh: -3.6%; rTrxR1 inhibitor: 3.6%; D2 antagonist: -1.3

How did CN(CCOc1ccc(Cl)cc1)C(=O)c1cccc(S(=O)(=O)N2CCN(c3ccc(F)cc3)CC2)c1 do in these assays?
TrxR1 substrate: 5.4%[57.1 µM]; PI4K2A inh: 1.3; mIDH1 inhibitor: 0.0%; USP1 inh: -19.3%; rTrxR1 inhibitor: 16.4%[57.1 µM]

Results for COC(=O)C1=C(C)Nc2nnnn2C1c1ccc(Cl)cc1Cl (stereo not given) ?
TrxR1 substrate: -8.7%; D2 agonist: 0.7; PI4K2A inh: 1.3; TRHR ag: -0.2; TRHR enhancer: 11.9; mIDH1 inhibitor: 3.2%; USP1 inh: -6.3%; rTrxR1 inhibitor: 2.7%; D2 antagonist: 0.3

What do the screens show for `C[C@@H]1ON(C)[C@H]2C[C@H]3c4cc(-c5cccc(F)c5)ccc4CCN3C(=O)[C@@H]12`?
TrxR1 substrate: 0.3%; PI4K2A inh: -1.1; mIDH1 inhibitor: 3.0%[38.3 µM]; USP1 inh: -31.9%; rTrxR1 inhibitor: 7.5%

Results for Cc1ccc(C2CC(=O)NC3=C2C(=O)CCC3)cc1Br (stereo not given) ?
TrxR1 substrate: -8.3%[57.1 µM]; D2 agonist: -0.1; PI4K2A inh: -3.0; TRHR ag: -0.4; TRHR enhancer: 1.7; mIDH1 inhibitor: 4.8%; USP1 inh: -17.3%; rTrxR1 inhibitor: 11.9%; D2 antagonist: -1.6

What do the screens show for `Cc1ccc(C2C3=C(CCCC3=O)OC3=C2C(=O)CCC3)cc1`?
TrxR1 substrate: 2.1%; D2 agonist: -0.2; PI4K2A inh: -0.2; TRHR ag: -1.2; TRHR enhancer: 39.9*; mIDH1 inhibitor: 8.7%; USP1 inh: -4.2%; rTrxR1 inhibitor: 10.3%; D2 antagonist: -14.9

How did COc1ccc(C2NC(=O)CCC2[N+](=O)[O-])cc1 (stereo not given) do in these assays?
TrxR1 substrate: 3.2%[57.1 µM]; D2 agonist: 1.2; PI4K2A inh: -3.5; TRHR ag: 0.9; TRHR enhancer: 1.8; mIDH1 inhibitor: 1.1%; USP1 inh: -6.8%; rTrxR1 inhibitor: 2.3%[57.1 µM]; D2 antagonist: -1.6

Results for COc1ccc(C(=O)n2nc(C)c(Br)c2C)cc1OC ?
TrxR1 substrate: 5.6%; D2 agonist: 0.9; PI4K2A inh: -5.3; TRHR ag: -0.5; TRHR enhancer: -4.6; mIDH1 inhibitor: -1.7%; USP1 inh: -18.0%; rTrxR1 inhibitor: 16.7%; D2 antagonist: 18.2

What do the screens show for `CCOC(=O)C1=C(c2ccccc2)c2ccc(OC)cc2N(S(=O)(=O)C(F)(F)F)C1C(=O)OCC` (stereo not given)?
TrxR1 substrate: -0.7%; PI4K2A inh: -6.9; mIDH1 inhibitor: -7.9%; USP1 inh: -31.5%; rTrxR1 inhibitor: 1.2%

Results for COc1ccc(N(CC(=O)Nc2cc(OC)cc(OC)c2)S(=O)(=O)c2c(C)noc2C)cc1 ?
TrxR1 substrate: -5.4%; D2 agonist: 1.6; PI4K2A inh: -3.2; TRHR ag: 1.9; TRHR enhancer: 5.5; mIDH1 inhibitor: -8.0%; USP1 inh: -13.4%; rTrxR1 inhibitor: 12.9%

Results for Cc1cccc(N2CCN(C(=O)C3CC(=O)N(C4CCCC4)C3)CC2)c1C (stereo not given) ?
TrxR1 substrate: 3.0%; D2 agonist: 0.9; PI4K2A inh: 3.5; TRHR ag: -1.3; TRHR enhancer: 0.2; mIDH1 inhibitor: 6.0%; USP1 inh: -8.4%; rTrxR1 inhibitor: 8.5%; D2 antagonist: 7.0

How did CCOC(=O)C1(Cc2cccc(F)c2)CCN(C(=O)C2CCC2)CC1 do in these assays?
TrxR1 substrate: -1.3%; D2 agonist: -0.2; PI4K2A inh: -0.7; TRHR ag: -2.0; TRHR enhancer: 4.8; mIDH1 inhibitor: 0.5%; USP1 inh: -18.2%; rTrxR1 inhibitor: 1.2%; D2 antagonist: -2.1

How did Cc1ccc(-c2nc(C)c(CCNS(=O)(=O)c3ccc(F)c(C(F)(F)F)c3)s2)cc1 do in these assays?
TrxR1 substrate: 3.1%[57.1 µM]; D2 agonist: -0.6; PI4K2A inh: 3.6; TRHR ag: 0.8; TRHR enhancer: -1.6; mIDH1 inhibitor: -11.2%; USP1 inh: -14.0%; rTrxR1 inhibitor: 34.6%[57.1 µM]

What do the screens show for `CS(=O)(=O)c1ccc(C(=O)Nc2ccc(-c3nc4ccccc4[nH]3)cc2)cc1`?
TrxR1 substrate: 3.1%; D2 agonist: -1.2; PI4K2A inh: 0.9; TRHR ag: -0.7; TRHR enhancer: 24.8; mIDH1 inhibitor: -6.3%; USP1 inh: -12.2%; rTrxR1 inhibitor: 24.6%; D2 antagonist: -4.9

What do the screens show for `CCCc1nc2cc(CC(=O)OC)ccc2o1`?
TrxR1 substrate: 0.5%[57.1 µM]; D2 agonist: 1.0; PI4K2A inh: -8.7; TRHR ag: 0.2; TRHR enhancer: 4.1; mIDH1 inhibitor: -4.9%; USP1 inh: -1.5%; rTrxR1 inhibitor: -4.8%[57.1 µM]; D2 antagonist: -23.3

What do the screens show for `CCSc1nnc2n(-c3cccc(C)c3)c(=O)c3c4c(sc3n12)CCCC4`?
TrxR1 substrate: 4.0%; D2 agonist: 2.7; PI4K2A inh: 3.6; TRHR ag: -1.0; TRHR enhancer: -5.3; mIDH1 inhibitor: -3.6%; USP1 inh: -20.6%; rTrxR1 inhibitor: 17.8%

How did Cn1c(=O)c2c(nc3n2CC(O)CN3c2ccc(O)cc2)n(C)c1=O (stereo not given) do in these assays?
TrxR1 substrate: -0.6%; D2 agonist: 0.1; PI4K2A inh: -7.7; TRHR ag: 0.1; TRHR enhancer: -0.8; mIDH1 inhibitor: 5.4%; USP1 inh: -24.6%; rTrxR1 inhibitor: -7.3%; D2 antagonist: -1.1
